Rab7 wt modul: dog Rab7 wildtype GTP binding, inhibitors and activators. GTP binding activity (percent of control), % at 10 µM. 0.055% of 190,000 active. GST-Rab7 beads, fluorescent GTP binding, flow cytometry; actives lie on both sides; untreated = 100%, excess cold GTP = 0%;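 active means fluorescent GTP binding to Rab7 beads changed by at least 20 points from the 100% baseline, either direction, mostly lower; inconclusive means compound itself probably fluorescent, or too few beads counted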;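 further: median green fluorescence of bound Bodipy-FL-GTP per Rab7 bead population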
Rac1 mut GTP: alters GTP binding to activated mutant human Rac1; P63000; GST-Rac1 activated beads, fluorescent GTP binding, flow cytometry; actives lie on both sides; 100% means binding = to untreated wells; percent activity (GTP binding), % at 10 µM; 0.11% of 190,000 active; AID 764;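 active means GTP binding at least 20 percentage points away from the 100% baseline, in either direction, so actives lie on both sides; inconclusive means Compound likely fluorescent itself, or too few beads counted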
Rab2 wt GTP: changes GTP binding to wildtype dog Rab2A, up or down. GTP binding activity, % at 10 µM. GST-Rab2 wt beads, Bodipy-GTP binding, flow cytometry. 0.19% of 190,000 active. AID 760;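 active means GTP binding activity at least 20 points away from 100%, either lowered or raised; inconclusive means signal likely due to the compound's own green fluorescence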;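 further: 0% = beads with excess unlabeled GTP and 100% = no-compound control corrected for plate trend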
Cdc42 wt: human Cdc42 wildtype GTP binding change, either direction; percent activity (GTP binding), % at 10 µM; AID 761; GST-Cdc42 beads, Bodipy-GTP binding, flow cytometry; actives lie on both sides; P60953; 0.2% of 190,000 active;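 active means percent activity GTP binding at least 20 points away from the 100% baseline, either down as inhibitor or up as activator; inconclusive means compound flagged as likely green fluorescent from well-wide comparison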;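 further: median bead fluorescence of bound Bodipy-FL-GTP at 100 nM; 0% = excess unlabeled GTP control and 100% = no compound control; below 100% means less GTP binding so inhibitor and above means activator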
Target sequence (P60953 whole entry, looked up): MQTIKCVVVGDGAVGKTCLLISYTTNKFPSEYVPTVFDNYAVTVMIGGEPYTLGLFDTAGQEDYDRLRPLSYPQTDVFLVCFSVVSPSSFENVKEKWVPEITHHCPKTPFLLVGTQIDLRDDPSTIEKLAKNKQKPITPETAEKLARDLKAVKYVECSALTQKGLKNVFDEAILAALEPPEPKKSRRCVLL
RGS8-Gao: modulates binding of RGS8 to human Galphao; P09471; multiplexed bead flow cytometry; actives lie on both sides; response (percent of control binding), % at 10 µM; 0.34% of 220,000 active; in the data active means response below about 60% or above about 140%; inactive means in between;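 further: Galphao activated as the GDP aluminium fluoride complex binding bead-coupled RGS8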
Mcl1 Noxa PPI: Mcl-1/Noxa interaction inhibition | TR-FRET Mcl-1/Noxa peptide binding, 2 h | AID 1022 | 1.5% of 220,000 active | Q07820 | inhibition, % at 21.7 µM;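 active means compounds that cut the protein-peptide binding signal by more than 50% relative to plate controls in a single-dose test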;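 further: His-tagged Mcl-1 with rhodamine Noxa BH3 peptide and terbium anti-His antibody; 0% = Mcl-1 plus Noxa peptide wells and 100% = peptide-only wells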
Target sequence (Q07820 whole entry, looked up): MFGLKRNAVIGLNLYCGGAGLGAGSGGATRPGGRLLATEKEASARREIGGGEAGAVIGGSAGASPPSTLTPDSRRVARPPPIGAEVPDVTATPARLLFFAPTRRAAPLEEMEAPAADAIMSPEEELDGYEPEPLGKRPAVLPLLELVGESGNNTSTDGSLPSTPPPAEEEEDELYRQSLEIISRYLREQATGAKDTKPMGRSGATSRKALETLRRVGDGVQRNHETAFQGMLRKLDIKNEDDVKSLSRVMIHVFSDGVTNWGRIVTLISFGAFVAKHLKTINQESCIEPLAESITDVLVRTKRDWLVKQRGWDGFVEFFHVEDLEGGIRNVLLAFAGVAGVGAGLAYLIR
Pf gamet viab: kills late stage P. falciparum gametocytes; P. falciparum stage V gametocytes, ATP luminescence, 24 h; 0.065% of 150,000 active; inhibition, % at 10.9 µM;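 active means inhibition above the mean plus 3 SD of compounds within the control limits, set per campaign, cut at about 38% in these data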;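 further: 0% = DMSO wells and 100% = medium only without gametocytes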
Mcl-1 Bim block: disrupts Bim peptide binding to human Mcl-1. Bead-based flow cytometry, Bim peptide-Mcl-1 binding. 0.1% of 190,000 active. AID 1009. inhibition, % at 10 µM; in the data active means inhibition above about 40%;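 further: 0% = no compound tracer wells and 100% = peptide blocker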
HRas wt GTP: human HRas wildtype GTP binding, change in either direction | P01112 | GTP binding activity, % at 10 µM | 0.14% of 190,000 active | AID 759 | GST-Ras wt beads, Bodipy-FL-GTP binding, flow cytometry; actives lie on both sides;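 active means GTP binding activity at least 20% away from the 100% baseline, either lowered as inhibitor or raised as activator; inconclusive means flagged as likely green fluorescent, judged across all proteins in the well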;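 further: 0% = unlabeled GTP competition control and 100% = no-compound control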
Target sequence (P01112 whole entry, looked up): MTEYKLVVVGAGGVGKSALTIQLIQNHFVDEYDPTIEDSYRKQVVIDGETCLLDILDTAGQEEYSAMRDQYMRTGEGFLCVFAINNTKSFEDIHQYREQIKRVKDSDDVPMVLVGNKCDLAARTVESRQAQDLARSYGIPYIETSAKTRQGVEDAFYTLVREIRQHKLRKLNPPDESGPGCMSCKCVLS
Mcl1-Bid inh: disrupts binding of human Mcl-1 to Bid peptide. 0.97% of 220,000 active. AID 1021. Q07820. TR-FRET Mcl-1/Bid-Dy647 peptide binding, 1536-well. inhibition, % at 21.7 µM;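 active means compounds that cut the binding signal by more than half at the single screening dose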;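 further: His-tagged Mcl-1 with europium anti-His antibody binding Bid BH3 peptide; 0% = Mcl-1 plus peptide wells and 100% = peptide-only wells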
Rac1 wt modul: modulators of human Rac1 wildtype GTP binding; 0.27% of 190,000 active; AID 757; GTP binding activity (% of control), % at 10 µM; GST-Rac1 beads, fluorescent GTP binding, flow cytometry; actives lie on both sides; 0 = cold GTP competed, 100 = untreated;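 active means GTP binding activity at least 20 points away from the 100% control level, either lower or higher; inconclusive means compound flagged as likely green fluorescent, judged across all proteins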
* = called active by the depositor; u = inconclusive; x = not tested or not shown.

SMILES	Rab7 wt modul	Rac1 mut GTP	Rab2 wt GTP	Cdc42 wt	RGS8-Gao	Mcl1 Noxa PPI	Pf gamet viab	Mcl-1 Bim block	HRas wt GTP	Mcl1-Bid inh	Rac1 wt modul
Cc1nnc(Oc2ccccc2)c2ccccc12	95	99	101	101	105	-1	x	4	100	-13	99
c1ccc(Cn2nnnc2C(c2ccncc2)N2CCOCC2)cc1 (stereo not given)	105	103	105	103	98	2	-15	0	101	-22	106
CC(=O)c1ccn(S(=O)(=O)c2ccccc2)c1	102	98	100	99	100	3	-9	x	99	-7	104
O=[N+]([O-])c1ccc([N+](=O)[O-])c(Nc2ccc(N3CCOCC3)cc2)c1	97	94	95	95	102	8	x	0	99	-25	97
CCCCNC(=S)Nc1ccc2nc3n(c(=O)c2c1)CCCCC3	98	98	98	98	104	24	-2	-5	97	-57	104
O=c1cc2c(nn1Cc1ccccc1Cl)-c1ccccc1CC2	99	98	94	95	95	8	-7	0	96	4	97
O=[N+]([O-])c1cc(F)c(N2CCCCC2)cc1N1CCOCC1	94	90	91	92	96	x	-19	-4	92	-39	92
CC(C)CCNC(=O)C(C)N(C(=O)c1snc(C(N)=O)c1N)c1cnc2ccccc2c1 (stereo not given)	93	95	94	95	106	2	-27	1	95	-28	96
CC(C)(C)CN1CCNC(=O)C1CC(=O)N1CCOc2ccccc2C1 (stereo not given)	96	97	99	98	98	12	-13	1	97	-33	98
O=C(Cc1ccccc1)N(c1ccc(F)cc1)C1C=CS(=O)(=O)C1 (stereo not given)	95	99	98	102	101	22	-9	1	100	-2	99
CCCCCC(=O)Nc1nc(C)c(-c2csc(Nc3ccc(Cl)cc3)n2)s1	98	96	97	98	100	21	x	-1	98	-5	98
O=C(O)CC(NC(=O)OCc1ccccc1)c1ccccc1 (stereo not given)	97	98	102	101	104	6	x	-4	102	1	102
O=Cc1ccc2oc3nc4n(c(=O)c3c(=O)c2c1)CCCS4	u	u	u	u	100	73*	12	12	u	38	u
COc1cc(S(=O)(=O)N(Cc2cccnc2)Cc2ccco2)ccc1-n1cnnn1	99	101	100	103	96	1	-6	1	100	-25	110
O=C(Nc1ccccc1C(=O)O)c1ccc2ccccc2n1	96	91	92	91	98	14	-9	0	92	19	89
NC1=NC(=O)/C(=C\c2ccc(O)c([N+](=O)[O-])c2)S1	85	80	63*	61*	102	18	-17	25	66*	-2	78*
CCCCC(SCC(=O)Nc1ccccc1)C(=O)O (stereo not given)	101	98	99	102	104	-4	16	-2	100	-11	100
CC1=C(C#N)C(C(F)(F)F)(C(F)(F)F)N=C(c2ccco2)N1	101	97	99	101	100	19	x	0	99	-13	98
COc1cccc(/C=C/C(=O)OCC(=O)c2c[nH]c3ccccc23)c1OC	99	98	100	96	104	-16	2	-6	102	0	102
CC(C)(C)NS(=O)(=O)c1ccc(CCC(=O)Nc2cc(Cl)ccc2Oc2ccccc2)cc1	97	98	103	102	97	-5	-10	-4	103	-38	100
CCOc1ccc(NC(=O)c2cc(SC)ccc2Cl)cc1	94	98	97	98	100	15	x	-4	100	-5	100
COc1ccccc1-n1c(CNC(=O)c2ccco2)nnc1SCC(=O)Nc1ccc(F)cc1	93	96	97	95	94	5	x	-3	94	10	95
N#C/C(C(=O)N1CCCCC1)=C1\Nc2ccccc2S1	105	100	104	105	98	18	0	-2	103	32	104
O=S(=O)(Nc1ccncc1Cl)c1ccc2ccccc2c1	101	94	98	97	102	-3	19	0	96	-17	99
Cc1ccc(C)c(SCC(=O)Nc2cccc(S(=O)(=O)NC3=NCCCCC3)c2)c1	102	101	100	100	103	1	-19	2	101	-39	102
COc1ccccc1OCCOc1ccccc1/C=N/n1cnnc1	99	99	99	104	100	9	x	-1	100	-3	105
CCN(CCCNC(=O)CCCCn1c(=O)[nH]c2ccccc2c1=O)c1ccccc1	102	99	100	103	101	3	x	-2	102	-31	102
Cc1ccc(Cl)cc1NC(=O)COC(=O)CC1CC2CCC1C2 (stereo not given)	100	97	97	102	105	-6	x	-7	99	-28	101
CCNC(=O)CC1C(=O)N(CC)C(=S)N1NC(=O)c1ccc(Cl)cc1 (stereo not given)	96	93	91	100	92	4	-19	0	102	-2	103
Cc1ccc(-n2c(=S)[nH]c3sc4c(c3c2=O)CCc2ccccc2-4)cc1	105	97	99	101	97	-42	10	-15	103	-90	115
CCn1c2ccccc2c2cc(NC(=O)C(C)C)ccc21	97	98	99	99	101	31	x	-2	100	2	99
COCCNC(=O)CSc1nc(-c2ccc(OC)c(OC)c2)cc(C(F)(F)F)n1	103	99	100	104	102	2	x	-2	102	0	106
CC(=O)Nc1ccc(N2CCCCC2)c(C(=O)Nc2cccc(C)c2)c1	96	94	96	96	101	18	-9	-1	98	-24	99
Cc1ccc(-n2c(P(C)(=O)O)nc3ccccc32)cc1	94	93	91	93	103	8	-24	-1	92	-2	96
Clc1ccccc1Cc1noc(CN2CCN3CCCC3C2)n1 (stereo not given)	98	97	98	98	102	15	0	-4	100	-6	100
O=C(CNc1cccc(C(F)(F)F)c1)N/N=C/c1cn(-c2ccccc2)nc1-c1ccccc1	98	100	101	100	80	6	14	-1	103	-16	105
COC(=O)c1ccc2c(=O)n(CCCN3CCCC3=O)c(=S)[nH]c2c1	103	102	103	105	102	7	-20	-4	102	-37	111
COc1ccc(-n2ccsc2=S)cc1	97	100	98	100	99	-14	-9	-7	101	-1	105
CCOC(=O)CSCC(=O)Nc1ccc(S(=O)(=O)N2CCCCC2)cc1	102	101	102	105	100	-6	x	2	102	-17	103
COc1ccccc1N1CCN(C(=O)c2cc(C)oc2C)CC1	96	97	94	99	103	-1	x	-2	97	-5	101
COCCCNC(=S)Nc1ccc2c(c1)OCCO2	103	97	97	102	88	-40	-18	-2	99	-86	102
CCc1ccccc1N1C(=O)CC(N2CCc3ccccc32)C1=O (stereo not given)	98	97	96	98	98	7	-24	3	97	-54	100
Cc1ccc(-n2nnnc2CSc2nnc(-c3ccc(O)cc3)o2)cc1	98	102	100	102	103	-3	24	-6	101	-11	101
Cc1ccc(S(=O)(=O)NCc2ccncc2)c(C)c1C	101	95	98	95	107	0	x	0	97	-21	97
CCOC(=O)c1ccc(N2CN(CC)CNC2=S)cc1	100	101	102	103	102	10	17	-4	102	-50	105
O=C(O)CCn1cc(/C=N/O)c(-c2cccc([N+](=O)[O-])c2)n1	105	94	99	93	100	19	x	0	100	-20	98
COc1ccccc1N1CCN(c2ncnc3c2oc2ccccc23)CC1	101	95	100	101	100	18	x	0	103	-54	100
COc1ccc(N2C(=O)CCC(C(C)=O)=C2C)cc1	101	97	101	99	101	-24	21	-7	100	0	94
CC(C)CNC(=O)c1cccc(NC(=O)Cc2ccc(Br)cc2)c1	101	101	101	104	102	-33	-18	-2	102	-15	107
CCOc1ccc(NS(=O)(=O)c2cc(NC(=O)c3cccc(C)c3)ccc2Cl)cc1	100	95	97	97	100	30	x	-3	99	-5	101
CCOc1ccc(C(=O)/C=C/c2ccc(SC)cc2)cc1	105	103	105	106	100	-7	x	-2	105	-6	104
CC(C)(C)NC(=O)/C(=C\c1ccco1)NC(=O)c1cccs1	100	97	98	99	104	14	9	-3	100	-31	102
O=C(NC1CCCC1)C(c1cccnc1)N(CCc1ccccc1)C(=O)c1ccco1 (stereo not given)	101	95	98	98	102	-9	-5	-1	96	-72	98
Nc1ccc(Oc2ccc([N+](=O)[O-])cc2[N+](=O)[O-])cc1	95	97	98	100	90	11	4	-3	98	-9	103
O=C(Oc1cc(=O)n2ccccc2n1)c1ccccc1	97	94	91	89	100	40	5	-3	95	-15	102
COC(=O)N/N=C/c1ccccc1OCc1ccccc1	95	99	98	100	101	-7	-12	-1	100	-12	99
O=c1cc(O)nc(SCc2ccccc2)[nH]1	99	101	103	104	100	2	-13	-2	102	-41	106
CCOC(=O)c1csc(NC(=O)c2cc(OC)c(OC)c(OC)c2)n1	97	97	94	94	100	18	x	-1	97	-17	102
CCOC(=O)Cc1n[nH]c(=O)c2ccccc12	97	97	97	95	102	-3	-8	0	97	-10	98
c1cc(CN2CCN(C3CCCCCC3)CC2)ccn1	103	97	99	98	98	22	0	-3	100	28	98

Part of the list above, reduced to Rab2 wt GTP and RGS8-Gao:
molecule	Rab2 wt GTP	RGS8-Gao
CC(C)(C)CN1CCNC(=O)C1CC(=O)N1CCOc2ccccc2C1 (stereo not given)	99	98
O=C(Cc1ccccc1)N(c1ccc(F)cc1)C1C=CS(=O)(=O)C1 (stereo not given)	98	101

Later entries
SMILES	Rab7 wt modul	Rac1 mut GTP	Rab2 wt GTP	Cdc42 wt	RGS8-Gao	Mcl1 Noxa PPI	Pf gamet viab	Mcl-1 Bim block	HRas wt GTP	Mcl1-Bid inh	Rac1 wt modul
CC(C(=O)N1CCOCC1)N1C(=O)C2C3CC(C(Br)C3Br)C2C1=O (stereo not given)	100	101	103	102	102	10	13	-1	100	-20	106
NS(=O)(=O)c1ccc(CCNC(=O)CCCOc2ccccc2)cc1	92	90	86	87	102	0	-14	1	88	-6	88
CCN(CC(=O)Nc1ccccc1C(=O)OC)S(=O)(=O)c1ccccc1	100	99	101	104	101	10	x	-6	101	21	101
Cc1ccc(-n2c(O)c(/C=N/NC(=O)C3COc4ccccc4O3)c3ccccc3c2=O)cc1 (stereo not given)	96	91	93	93	103	-27	10	-2	95	-75	98
O=C(Nc1ccccc1)C1CCCN(S(=O)(=O)c2ccc(-n3cnnn3)cc2)C1 (stereo not given)	104	101	101	103	104	8	8	-6	103	-28	105
O=C(CSc1c2c(nc3ccc(Cl)cc13)CCCC2)NCc1ccco1	99	95	98	96	103	0	x	-3	96	-8	98
CCC(=O)NCCc1cc2ccc(C)cc2[nH]c1=O	100	95	99	95	103	8	x	0	97	11	97
Cc1ccc(S(=O)(=O)Cc2ccc(C(=O)NCc3ccc4c(c3)OCO4)o2)cc1	97	98	97	101	98	23	-13	-3	98	-27	99

One compound at a time, from the list above. Order of screens: Rab7 wt modul	Rac1 mut GTP	Rab2 wt GTP	Cdc42 wt	RGS8-Gao	Mcl1 Noxa PPI	Pf gamet viab	Mcl-1 Bim block	HRas wt GTP	Mcl1-Bid inh	Rac1 wt modul
`COc1ccc(-n2ccsc2=S)cc1` as listed: 97	100	98	100	99	-14	-9	-7	101	-1	105
`CC(C)CNC(=O)c1cccc(NC(=O)Cc2ccc(Br)cc2)c1` as listed: 101	101	101	104	102	-33	-18	-2	102	-15	107
`O=S(=O)(Nc1ccncc1Cl)c1ccc2ccccc2c1` as listed: 101	94	98	97	102	-3	19	0	96	-17	99
`NS(=O)(=O)c1ccc(CCNC(=O)CCCOc2ccccc2)cc1` as listed: 92	90	86	87	102	0	-14	1	88	-6	88
